PAX8 inh HTS: inhibitors of PAX8-driven TPO luciferase reporter, primary screen, RMG-I cells, single concentration; SteadyGlo, 24 h; inhibition, % at 12.6 µM; 1.2% of 360,000 active;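 active means mean replicate inhibition at least 60% with every replicate also reaching 60%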;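 further: luciferase light reporting Pax8 driven TPO promoter activity; plate controls were median of neutral control wells for no effect and mitoxantrone controls for full effect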
Cneo AK release: Cryptococcus neoformans cell lysis inducers, primary screen, AK release luminescence, single concentration | AID 651654, 2012 | C. neoformans lysis, adenylate kinase release luminescence, 4 h; normalised: neutral wells 0, clomiphene wells 100 | lysis activity, % at 15 µM | 0.2% of 360,000 active;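 active means mean lysis activity across replicates of at least 80%, whatever share of replicates individually reach that level; inactive means mean lysis activity below 80%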
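Assay system: Cryptococcus neoformans yeast cells / Dosing: single-point compound dose / Timing: 4 h at 37 °C static, read 1 h later / Measured by: luminescence of released adenylate kinase using an AK detection reagent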
INS-1E GSIS act: GLuc luminescence reporter in INS-1E cells, primary screen for activators of glucose-dependent secretion of insulin. activation, % at 16.6 µM. INS-1E GLuc reporter insulin secretion, 2-3 h. 0.61% of 370,000 active;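 active means lowest replicate activation of at least 40%, so every replicate reaches that level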;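 further: 0% = median of neutral control wells and 100% = median of IBMX positive control wells; some compounds called inactive have numbers as strong as hits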
LGR2 antag: inhibitors of bursicon-induced LGR2 CRE-luciferase signal, primary screen, cell-based, HEK293, CRE-luciferase reporter, bursicon stimulation. Drosophila bursicon receptor LGR2 (rickets). bursicon-stimulated, 4 h. inhibition, % at 9.99 µM. 0.35% of 380,000 active. AID 720647, 2013;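 active means drop in luminescence signal, shown as inhibition above about 50% in the replicate tests, limit read from the data, passing the limit was not always enough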;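 further: agonist challenge used bursicon conditioned medium at about half maximal strength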
Statin myotox sup: suppressors of statin myotoxicity in C2C12 myotubes, primary screen, cell-based, single point, plate reader | C2C12 myotubes + simvastatin, ATP luminescence, 48 h; scaled: DMSO 0, geranylgeraniol control 100 | rescue of ATP level, % at 7.49 µM | 0.78% of 330,000 active | AID 602340, 2012;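 active means mean ATP rescue above about 67%, or every replicate alone reaching that limit, limit read from the data, passing the limit was not always enough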;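 further: myotubes were challenged with 10 µM simvastatin during compound exposure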
ARNT TACC3 PPI: disruptors of ARNT/TACC3 protein interaction, primary screen, biochemical, AlphaScreen, single concentration. AID 623870, 2012. 0.66% of 390,000 active. inhibition, % at 9.99 µM. Transforming acidic coiled-coil-containing protein 3 (Homo sapiens), Q9Y6A5. AlphaScreen His-ARNT PAS-B/GST-TACC3 binding, luminescence; TACC3 fragment carries E629A point mutation;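 active means mean inhibition of replicates at least 50% and at least half of replicates each reaching 50%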;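 further: 0% = complete ARNT plus TACC3 wells and 100% = ARNT alone without TACC3; many hits fall short of the cut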
PglD inh: C. jejuni PglD acetyltransferase inhibitors, primary screen, biochemical, DTNB colorimetric, single point. UDP-N-acetylbacillosamine N-acetyltransferase PglD (Campylobacter jejuni). 0.098% of 360,000 active. purified PglD enzyme, DTNB colorimetric CoA detection. inhibition, % at 12.5 µM. AID 602405, 2012; in the data active means inhibition above about 16%, passing the limit was not always enough; further: strong numbers were not always called active
PGC1a acetyl inh: inhibitors of PGC1a acetylation signal, primary screen, cell-based, U2OS, AlphaScreen, inhibitor mode; inhibition, % at 15.6 µM; 0.17% of 350,000 active; AlphaScreen anti-acetyl-lysine; with virally co-expressed GCN5 acetyltransferase;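 active means every replicate shows inhibition of at least 40%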;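 further: 0% = neutral control wells and 100% = positive control wells; some results beyond the cut were filed as inactive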
Starred values were filed as active, the others as inactive; x = not tested or not shown; & = joins results of further samples.

SMILES	PAX8 inh HTS	Cneo AK release	INS-1E GSIS act	LGR2 antag	Statin myotox sup	ARNT TACC3 PPI	PglD inh	PGC1a acetyl inh
Cc1ccc(NC(=O)CSCC(=O)Nc2cc(Cl)ccc2N2CCOCC2)cc1	18	x	-17	1	x	2	x	x
COc1ccc(CN2CCOC2=O)cc1OC	-18	4	59*	-16	-4	-6	4	12
COCCN(C(=O)COC(=O)CSc1ccc(Cl)cc1)c1c(N)n(Cc2ccccc2)c(=O)[nH]c1=O	-7	x	-1	-7	x	-1	x	x
CCC(=O)Nc1ccc2c(c1)C(=O)N(C)C[C@@H](OC)[C@@H](C)CN(Cc1cccc(F)c1)[C@H](C)CO2	15	4	-9	-4	14	-6	-2	-8
O=C1CC(c2ccccc2)CC(O)=C1C=Nc1ccccc1Cl (stereo unspecified)	-7	-7	4	2	-10	-14	-4	3
Cc1cc(C)c(S(=O)(=O)N2CCCOC2CNC(=O)C(=O)NCc2ccco2)c(C)c1 (stereo unspecified)	2	x	19	-3	x	2	x	x
CCn1c(CC(=O)Nc2cccc(Cl)c2Cl)nnc1SCCOc1ccc(OC)cc1	x	x	-15	-10	x	6	x	-10
COc1ccccc1C(=O)O/N=C(\N)c1ccc(Cl)cc1	x	-3	25	-73	-8	-3	-2	-7
Cc1ccc(S(=O)(=O)N(Cc2ccccc2Cl)C(=O)N2CCN(C)CC2)cc1	-8	-7	6	0	-4	-2	3	4
CO[C@@H](CN(C)S(=O)(=O)c1ccc(C)cc1)[C@H](C)CN(Cc1ccccc1Cl)[C@H](C)CO	x	13	0	-42	-19	1	1	-13
C[n+]1ccccc1/C=C/c1c(F)cccc1F	21	0	16	2	-12	0	-1	-14
CCN(CC)C(=O)Cn1cc(S(=O)(=O)CC(=O)NCc2ccccc2)c2ccccc21	-4	0	9	1	0	-6	1	x
CO[C@@H]1CN(C)C(=O)c2ccc(NC(C)=O)cc2OC[C@H](C)N(C(=O)c2ccccc2F)C[C@H]1C	4	-2	2	-18	-20	-9	1	2
COc1cccc(-n2c(SC)nnc2-c2c[nH]c3ccccc23)c1	10	0	0	12	6	-2	6	x
CCCC#Cc1cnc2c(c1)C(=O)N([C@H](C)CO)C[C@@H](C)[C@H](CN(C)C(=O)C1CCCCC1)O2	x	x	-7	0	8	x	x	-2
COCCNC(=O)C[C@@H]1CC[C@@H]2[C@@H](COc3ccc(NC(=O)COC)cc3C(=O)N2C)O1	0	-2	-1	-4	-14	-3	1	3
CC(=O)c1ccc(OC(=O)N2CCOCC2)cc1	-48	-2	-9	-1	-20	-5	7	8
COc1ccc([N+](=O)[O-])cc1NC(=O)CS(=O)(=O)c1ccc(C)cc1	14	0	x	x	-1	2	1	8
COc1ccc(CNC(=O)COC(=O)c2ccccc2OCC(=O)Nc2ccc(SC(F)F)cc2)cc1	-8	-2	3	4	-8	2	-5	-7
Cc1nn(C(=O)N2CCCCC2)c(C)c1CN1C(=O)c2ccccc2C1=O	x	1	10	-23	2	-4	-4	-8
O=C(O)CSCc1nc2cccnc2n1C1CCCCC1	-10	0	21	2	-8	21	6	4
Cc1ccsc1/C=C1/SC(N2CC(C)OC(C)C2)=NC1=O (stereo unspecified)	6	x	7	0	x	27	x	x
COc1cc2oc(-c3ccc(O)cc3)cc(=O)c2c(O)c1OC	x	-6	x	x	-7	1	-7	-6
O=C(c1cccc(F)c1)n1nnc2ccccc21	14	-4	x	x	2	-5	5	0
COc1cc(NC(=O)C2CCCC2)c(OC)cc1Cl	x	0	x	x	4	-7	4	7

Later entries
SMILES	PAX8 inh HTS	Cneo AK release	INS-1E GSIS act	LGR2 antag	Statin myotox sup	ARNT TACC3 PPI	PglD inh	PGC1a acetyl inh
CC(=O)c1cccc(NC(=S)N2CCc3ccccc32)c1	-124	-2	13	-75	x	x	6	x
CNS(=O)(=O)c1ccc2c(c1)C(=O)c1cc(S(=O)(=O)NC)ccc1CC2	-11	2	7	-15	2	1	-3	0
CC1CCCN(S(=O)(=O)c2ccc(NC(=O)C3CCN(C(=O)c4ccco4)CC3)cc2)C1 (stereo unspecified)	37	1	-31	-5	15	-1	5	x
COc1cc(/C=N/N=C2/SCC(=O)N2c2ccc(O)cc2)ccc1O	7	1	5	31	-5	-10	-5	-15
COc1cccc(S(=O)(=O)N[C@@H]2CC[C@H](CC(=O)NCc3ccncc3)O[C@@H]2CO)c1	-12	-2	3	7	-1	4	0	-4
O=C(Nc1cccs1)Nc1nnc([C@@H]2C[C@H](O)[C@@H](CO)O2)s1	-14	-5	-1	11	4	x	1	x
O=C(CC1C[C@H](C(=O)N2CCOCC2)[C@@]2(CCC3CCCC3)c3[nH]c4ccccc4c3CCN2C1=O)NCc1ccco1 (stereo partly specified)	9	0	-43	21	8	-2	-1	-15
Cc1ccc(/C=C/c2onc(C)c2S(=O)(=O)N2CCC(C(=O)N3CCCCC3)CC2)cc1	18	0	-30	7	8	1	-4	-3
CC(C)=CCC/C(C)=C/CNC(=O)C[C@H]1C[C@H](C(=O)N2CCCCC2)[C@@]2(C)c3[nH]c4cc(-c5ccco5)ccc4c3CCN2C1=O	18	3	1	6	12	0	-1	x
Cc1ccc2cc(CN(CCN(C)C)C(=O)Nc3ccc(Cl)cc3)c(=O)[nH]c2c1	-12	x	-39	-43	x	4	x	x
O=C(Nc1ccccc1)c1cccc2c(Br)cccc12	18	-2	-7	7	-17	-4	-2	-3
CCCNC(=O)c1cc(S(=O)(=O)N2CCc3ccccc32)ccc1F	x	1	-1	2	28	x	-6	8
CCCN(C)C[C@@H]1Oc2cc(C#Cc3cccnc3)ccc2S(=O)(=O)N([C@H](C)CO)C[C@@H]1C	x	-2	-12	3	0	-4	-5	-6
Cc1cc(NC(=O)c2cc3ccccc3oc2=O)no1	x	2	5	3	0	-5	-2	-2
CC/C(=C/c1sc2ccc(C)cc2[n+]1CCO)SC	14	x	-20	13	x	2	x	3
Brc1ccc(/C=N/n2cnnc2)s1	-2	x	-37	-14	1	2	x	0
CCN1CCN(C(CNS(=O)(=O)c2ccc(Cl)cc2)c2cccnc2)CC1 (stereo unspecified)	-3	0	7	0	x	-4	0	x
C[C@@H]1CN([C@@H](C)CO)C(=O)c2cc(C3=CCCCC3)cnc2O[C@H]1CN(C)C(=O)Nc1ccc(F)cc1	0	1	-21	x	42	-1	-2	8
O=C(NCC(=O)N(c1cccc(F)c1)C(C(=O)NC1CCCC1)c1ccco1)c1ccco1 (stereo unspecified)	6	x	21	-4	x	-9	x	4
CCNc1nc(NC(C)C)nc(NS(=O)(=O)c2ccc(N)cc2)n1	-6	-4	x	x	6	19	-8	-18
Cc1ccc(P(=O)(O)c2ccc(C)cc2)cc1	x	-5	x	x	17	-1	-12	1
[O-]/C(=C(\C(=S)Nc1cccc2ccccc12)[n+]1ccccc1)c1ccc(OC(F)F)cc1	10	x	-3	-16	x	-34	x	x
O=C(Nc1ccccc1)Nc1cccc(-c2cn3cccnc3n2)c1	-4	3	-5	-13	0	0	-1	x
CN1C(=O)c2cc(NC(=O)C3CC3)ccc2OC[C@H]2O[C@H](CC(=O)NCc3ccccc3F)CC[C@H]21	-4	0	-3	12	2	7	1	-13
Cc1ccc(S(=O)(=O)N(C)c2cc(S(=O)(=O)N3CCOCC3)c(C)cc2C)cc1	7	1	-3	4	-11	-14	-1	-5

Next section
SMILES	PAX8 inh HTS	Cneo AK release	INS-1E GSIS act	LGR2 antag	Statin myotox sup	ARNT TACC3 PPI	PglD inh	PGC1a acetyl inh
COc1cc([C@@H]2[C@H]3CN(C)CC=C3C(C#N)=C(N)C2(C#N)C#N)cc2c1OCO2	15	-2	-2	-2	-2&-2	2	4	-11&-14
Cc1ccc(/C(=N\O)c2oc3c(C)c4oc(=O)cc(C)c4cc3c2C)cc1	-1	-4	x	x	-3	0	9	-19
CN(C)C(=S)Oc1ccccc1-c1ccccc1OC(=S)N(C)C	-4	-2	-7	10	x	6	-2	-36
CCCc1cc(-c2ccc3c(c2)COc2c4ccccc4nn2-3)on1	-147	-8	x	22	-2	11	1	7
CCCC#Cc1cnc2c(c1)C(=O)N([C@@H](C)CO)C[C@@H](C)[C@@H](CN(C)C(=O)CCN1CCCCC1)O2	1	-3	-1	-11	8	0	0	5
c1ccc(CSC2=NNC(c3ccccn3)S2)cc1 (stereo unspecified)	-2	x	0	10	x	11	x	10
O=C(Nc1cc(Cl)ccc1N1CCCC1)C1=NN(c2ccccc2)C(=O)CC1	2	3	19	-10	6	-1	2	3
O=C(C[C@@H]1CC[C@@H]2[C@H](COC[C@@H](O)CN2C(=O)c2ccc3c(c2)OCO3)O1)NCCN1CCCC1	-104	x	22	-19	x	x	x	2
CC(C)CC(=O)Nc1c2c(nn1-c1cccc(Cl)c1)CS(=O)(=O)C2	-12	-2	20	-33	-7	x	10	-10
Cc1ccc(CN2C(=O)CCC2C(=O)NCCN2CCN(c3cccc(Cl)c3)CC2)cc1 (stereo unspecified)	12	3	-40	14	34	1	-2	8
COc1ccccc1CNC(=O)COC(=O)CNS(=O)(=O)c1ccc(NC(C)=O)cc1	-15	-1	4	-4	-4	-4	-1	5
Cc1[nH]nc(SCC(=O)NCCc2ccccc2)c1[N+](=O)[O-]	9	x	-4	3	5	-3	x	x
CCOc1cc(C(=O)NCCN2CCOCC2)cc(OCC)c1OCC	x	1	x	x	-14	-9	-3	-4
COc1ccccc1C#Cc1cnc2c(c1)C(=O)N([C@@H](C)CO)C[C@H](C)[C@H](CN(C)CC1CC1)O2	9	x	3	-24	x	x	x	-1
CCc1ccccc1NC(=S)/N=C(\N)Nc1nc(C)c2cc(C)ccc2n1	8	13	-12	-2	-3	-7	1	22
O=C(NCCc1ccccc1)c1ccc(CS(=O)(=O)c2ccc(Br)cc2)o1	11	-6	-11	4	1	16	-3	1
O=C(CCCN1C(=O)/C(=C\c2cccs2)SC1=S)Nc1ccc(C(=O)O)cc1	8	9	-5	-7	-1	x	-4	-11
Nc1nnc(SCc2ccc(F)cc2Cl)s1	x	6	-19	5	19	1	0	-11
COc1ccc(N2CCCn3c2nc2c3c(=O)n(Cc3ccc(C)cc3)c(=O)n2C)c(OC)c1	12	-6	5	7	3	-4	0	4
COc1cc2c(cc1OC)C(c1ccccc1O)N(C1CC(=O)N(c3ccccc3)C1=O)CC2 (stereo unspecified)	-2	-1	x	x	3	3	x	3
C[C@H](CO)N1C[C@H](C)[C@@H](CN(C)Cc2ccncc2)OCCCC[C@H](C)Oc2ccc(NC(=O)Nc3ccccc3)cc2C1=O	2	-1	-3	10	x	0	0	-3
CCCOC(=O)C1[C@H]2C(=O)N(C(C)c3ccc(OC)cc3)C[C@]23C=C[C@H]1O3 (stereo partly specified)	x	2	x	x	11	-6	0	-6
O=C(CCN1CCN(c2ccccc2)CC1)Nc1ccc(OCc2ccccc2)cc1	7	0	x	x	x	x	-2	8

Compounds above containing a nitro group on carbon:
SMILES	PAX8 inh HTS	Cneo AK release	INS-1E GSIS act	LGR2 antag	Statin myotox sup	ARNT TACC3 PPI	PglD inh	PGC1a acetyl inh
COc1ccc([N+](=O)[O-])cc1NC(=O)CS(=O)(=O)c1ccc(C)cc1	14	0	x	x	-1	2	1	8
Cc1[nH]nc(SCC(=O)NCCc2ccccc2)c1[N+](=O)[O-]	9	x	-4	3	5	-3	x	x

Bioassay records from PubChem.

Not a hit list. Share with any hit: about 2.9%.
